Bioassay records from PubChem BioAssay.
APJ antagonist – APJ receptor antagonism; P35414; CHO-K1 APJ beta-arrestin complementation, luminescence; inhibition, % at 20 µM; 0.32% of 330,000 active; AID 2521;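 active = inhibition above about 40% at 20 µM, limit read from the data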;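 also: cells challenged with 10 nM apelin-13 agonist together with compound; plate controls were apelin-13 plus DMSO wells for no effect and DMSO wells lacking apelin-13 for full effect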
CHOP UPR activ – apoptotic UPR (CHOP) activation; AID 449763; activation, % at 10 µM; CHO-CHOP luciferase reporter, luminescence; percent of tunicamycin response over DMSO baseline; 0.34% of 330,000 active;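 active = at 10 µM dose, activation of 40% or more, normalized to positive control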;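 also: 100% = tunicamycin at 10 µg/mL and 0% = DMSO alone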
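Assay system: CHO-CHOP cells, stable luciferase reporter of PERK-eIF2a-CHOP signalling / Buffer or medium: F12 plus 10% serum / Compound dosing: one dose, 10 µM in 0.5% DMSO / Times: 6 h compound treatment, 37 °C / Technique: luciferase luminescence / Read-out: % reporter activation, DMSO baseline versus tunicamycin full activation / Benchmarks: tunicamycin and DMSO controls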
Jurkat NFkB inh – lowers PMA/ionomycin-induced NF-kB signal in Jurkat cells; PMA/ionomycin-induced NF-kB luciferase reporter, luminescence; inhibition, % at 4 µM; 0.53% of 330,000 active; AID 435003; in the data active = inhibition above about 50%
XBP1 UPR activ – adaptive UPR (XBP1) activation. 0.33% of 330,000 active. activation, % at 20 µM. CHO-XBP1 luciferase reporter, IRE1-XBP1 UPR activation, luminescence; percent of tunicamycin response, DMSO as zero. AID 463104;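 active = versus positive control, 20 µM dose yields 30% or more activation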;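 also: 100% = tunicamycin at 10 µg/mL and 0% = DMSO only wells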
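assay system = CHO-XBP1 luciferase reporter cells | amount = 1000 cells/well | buffer or medium = F12 plus 10% FBS | compound dosing = single point, 20 µM final compound, 1% DMSO | incubation = 16-18 h cell attachment at 37 °C, then 6 h compound exposure | detection = Steady-Glo luminescence read | controls = tunicamycin 10 µg/mL and vehicle-only wells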
Mdm2-MdmX inh – human Mdm2/MdmX binding inhibition. O15151+Q00987. SaOS-2 split-luciferase Mdm2/MdmX complementation, luminescence. 3% of 330,000 active. AID 485346. inhibition, % at 8 µM;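 active = inhibition of at least 50% at 8 µM in the primary screen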
Target sequence (O15151 whole entry, looked up): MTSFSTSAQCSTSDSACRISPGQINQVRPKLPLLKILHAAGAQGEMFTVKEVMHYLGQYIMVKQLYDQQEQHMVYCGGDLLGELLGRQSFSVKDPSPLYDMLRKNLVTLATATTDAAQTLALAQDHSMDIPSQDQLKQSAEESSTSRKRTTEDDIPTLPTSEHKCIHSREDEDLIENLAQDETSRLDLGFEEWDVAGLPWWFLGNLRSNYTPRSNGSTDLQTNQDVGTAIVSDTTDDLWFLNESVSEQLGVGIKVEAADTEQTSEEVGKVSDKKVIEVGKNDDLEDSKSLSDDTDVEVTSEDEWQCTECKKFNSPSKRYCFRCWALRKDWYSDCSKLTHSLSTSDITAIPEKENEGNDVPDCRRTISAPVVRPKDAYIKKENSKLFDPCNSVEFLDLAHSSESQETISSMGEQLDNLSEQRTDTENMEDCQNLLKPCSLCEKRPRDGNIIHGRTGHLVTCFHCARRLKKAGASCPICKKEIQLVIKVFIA
Target sequence (Q00987 whole entry, looked up): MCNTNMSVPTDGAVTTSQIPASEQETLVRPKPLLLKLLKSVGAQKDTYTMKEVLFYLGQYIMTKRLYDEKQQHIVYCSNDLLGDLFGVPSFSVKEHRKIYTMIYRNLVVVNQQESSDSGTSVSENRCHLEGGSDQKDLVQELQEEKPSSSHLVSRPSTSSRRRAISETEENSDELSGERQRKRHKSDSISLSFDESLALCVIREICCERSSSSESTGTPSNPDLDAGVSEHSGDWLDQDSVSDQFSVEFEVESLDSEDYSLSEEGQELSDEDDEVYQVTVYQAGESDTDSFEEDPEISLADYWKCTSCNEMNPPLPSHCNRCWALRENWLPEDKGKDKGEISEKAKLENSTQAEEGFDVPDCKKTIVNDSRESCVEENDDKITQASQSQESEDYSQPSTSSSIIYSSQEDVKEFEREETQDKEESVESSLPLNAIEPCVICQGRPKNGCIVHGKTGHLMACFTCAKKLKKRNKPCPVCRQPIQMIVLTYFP
tim23-1 inh – growth inhibitors of tim23-1 mutant yeast. AID 463212. inhibition, % at 20 µM. S. cerevisiae tim23-1 growth, BacTiter-Glo luminescence, 24 h. 1.3% of 330,000 active;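 active = growth inhibition of the mutant yeast at or above 50%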;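 also: temperature-sensitive mutant grown at 25 °C; plate controls were DMSO-treated mutant yeast for no effect and medium wells lacking yeast for full effect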
697 NFkB inh – inhibitors of the PMA/ionomycin-induced NF-kB reporter in 697 B cells. inhibition, % at 4 µM. 0.33% of 330,000 active. AID 435022. 697 B-cell NF-kB luciferase reporter, 16 h; in the data active = inhibition above about 35%
APJ agonist – activates the human apelin receptor APJ. CHO-K1 APJ PathHunter beta-arrestin, luminescence; 0% DMSO wells, 100% apelin. activation, % at 20 µM. 0.11% of 330,000 active. P35414;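 active = activation more than six SD over the plate average, tested at 20 µM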;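 also: 0% = DMSO alone and 100% = apelin-13 at 10 nM; some results filed as inactive read as strong as hits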
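Test system – PathHunter CHO-K1 APJ (AGTRL-1) beta-arrestin reporter cells · Input – 1000 cells/well · Compound – single test compound dose, 20 µM final, 1% DMSO · Times – compound stimulation 90 min at 25 °C, detection 60 min · Technique – beta-gal luminescence · Read-out basis – APJ–arrestin association signal · Control set – negative DMSO alone, positive Apelin-13 at 10 nM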
Starred values were filed as active, the others as inactive.

What do the screens show for `CC(NC(=O)CCNC(=O)c1ccccc1Cl)c1ccc(-n2ccnc2)cc1` (centres undefined)?
APJ antagonist: 1; CHOP UPR activ: -1.9; Jurkat NFkB inh: -15; XBP1 UPR activ: -3; Mdm2-MdmX inh: -4; tim23-1 inh: 3; 697 NFkB inh: 5; APJ agonist: 2

Results for COc1ccc(N2CCN(CC(=O)NCc3ccc(Cl)cc3)CC2)cc1 ?
APJ antagonist: 3; CHOP UPR activ: 1.4; Jurkat NFkB inh: 0; XBP1 UPR activ: -5; Mdm2-MdmX inh: 13; tim23-1 inh: 14; 697 NFkB inh: -9; APJ agonist: -1

Results for Cc1ccc2nsnc2c1S(=O)(=O)N1CCN(C(=O)C2CCCO2)CC1 (centres undefined) ?
APJ antagonist: 4; CHOP UPR activ: -0.3; Jurkat NFkB inh: 1; XBP1 UPR activ: 0; Mdm2-MdmX inh: -7; tim23-1 inh: 14; 697 NFkB inh: 16; APJ agonist: -3

How did N/C(=N\OC(=O)c1ccccc1F)c1ccc([N+](=O)[O-])cc1 do in these assays?
APJ antagonist: -42; CHOP UPR activ: 11; Jurkat NFkB inh: -51; XBP1 UPR activ: 0; Mdm2-MdmX inh: -23; tim23-1 inh: 19; 697 NFkB inh: -77; APJ agonist: 2

How did O=C(Nc1ccc(N2CCCCC2)cc1)c1cc(S(=O)(=O)N2CCOCC2)ccc1F do in these assays?
APJ antagonist: 2; CHOP UPR activ: 0.4; Jurkat NFkB inh: 1; XBP1 UPR activ: -3; Mdm2-MdmX inh: 0; tim23-1 inh: 18; 697 NFkB inh: -15; APJ agonist: -5

What do the screens show for `CSCC[C@H](NC(=O)c1cccc(S(=O)(=O)N2CCN(C)CC2)c1)c1nc2ccccc2[nH]1`?
APJ antagonist: 6; CHOP UPR activ: -0.7; Jurkat NFkB inh: -6; XBP1 UPR activ: -3; Mdm2-MdmX inh: 32; tim23-1 inh: -5; 697 NFkB inh: 2; APJ agonist: -5

Results for CCN(CC)CCN(C(=O)c1ccc2c(c1)CCCC2)c1nc2ccc(C)cc2s1 ?
APJ antagonist: -15; CHOP UPR activ: 0.7; Jurkat NFkB inh: -9; XBP1 UPR activ: -3; Mdm2-MdmX inh: 14; tim23-1 inh: 46; 697 NFkB inh: -19; APJ agonist: 9

Results for COc1ccc(NC(=O)CCN2CCCCC2)cc1 ?
APJ antagonist: 3; CHOP UPR activ: 1.8; Jurkat NFkB inh: 3; XBP1 UPR activ: -4; Mdm2-MdmX inh: 5; tim23-1 inh: 0; 697 NFkB inh: -3; APJ agonist: 6

Results for CCCCCOc1ccc(N2C(=O)CC(N(O)c3ccccc3)C2=O)cc1 (centres undefined) ?
APJ antagonist: 12; CHOP UPR activ: 112*; Jurkat NFkB inh: 0; XBP1 UPR activ: -1; Mdm2-MdmX inh: -12; tim23-1 inh: -3; 697 NFkB inh: -10; APJ agonist: -1

Results for CN(C)/C=N/c1cc(=O)[nH]c(=O)n1CC1CC1 ?
APJ antagonist: 7; CHOP UPR activ: 1.1; Jurkat NFkB inh: 6; XBP1 UPR activ: 1; Mdm2-MdmX inh: 17; tim23-1 inh: 4; 697 NFkB inh: 21; APJ agonist: 2

How did O=C(NCC1CC1)C1(C(F)(F)F)CC(CCCO)CCCO1 (centres undefined) do in these assays?
APJ antagonist: -45; CHOP UPR activ: 2.8; Jurkat NFkB inh: 11; XBP1 UPR activ: 1; Mdm2-MdmX inh: -1; tim23-1 inh: 9; 697 NFkB inh: 15; APJ agonist: 5

How did CN1c2ccccc2C(=O)C(=C2SCCCS2)S1(=O)=O do in these assays?
APJ antagonist: -7; CHOP UPR activ: 2.9; Jurkat NFkB inh: 16; XBP1 UPR activ: 2; Mdm2-MdmX inh: 11; tim23-1 inh: 53*; 697 NFkB inh: 13; APJ agonist: -3

How did CC(=O)Nc1nc(C)nc(-c2ccccc2)c1C(C)=O do in these assays?
APJ antagonist: 10; CHOP UPR activ: -1.4; Jurkat NFkB inh: -7; XBP1 UPR activ: 1; Mdm2-MdmX inh: 9; tim23-1 inh: 8; 697 NFkB inh: -15; APJ agonist: -4

What do the screens show for `Cc1cccc(N2C(=O)CC(SC(=Nc3ccccc3)Nc3ccccc3)C2=O)c1` (centres undefined)?
APJ antagonist: -9; CHOP UPR activ: 3.8; Jurkat NFkB inh: -4; XBP1 UPR activ: -1; Mdm2-MdmX inh: -10; tim23-1 inh: 12; 697 NFkB inh: -4; APJ agonist: 0

What do the screens show for `O=c1c2[nH]c3ccc(Cl)cc3c2ncn1CCN1CCCCC1`?
APJ antagonist: 26; CHOP UPR activ: 0.2; Jurkat NFkB inh: -11; XBP1 UPR activ: 4; Mdm2-MdmX inh: 18; tim23-1 inh: 2; 697 NFkB inh: 5; APJ agonist: -1

Results for COc1ccc(/C=C/C(=O)NC(=S)Nc2ccccn2)cc1 ?
APJ antagonist: 5; CHOP UPR activ: 4.8; Jurkat NFkB inh: -97; XBP1 UPR activ: 6; Mdm2-MdmX inh: -82; tim23-1 inh: 18; 697 NFkB inh: -144; APJ agonist: -5

How did CC(=O)c1cccc(N(CC(=O)NCC2CCCO2)C(=O)CCC(=O)Nc2cc(C)on2)c1 (centres undefined) do in these assays?
APJ antagonist: 10; CHOP UPR activ: -2.1; Jurkat NFkB inh: -10; XBP1 UPR activ: -4; Mdm2-MdmX inh: -7; tim23-1 inh: 3; 697 NFkB inh: 16; APJ agonist: -3

What do the screens show for `CC(=O)NC1CC2CCCC(C1)N2C(=O)Nc1ccc(Cl)c(C(F)(F)F)c1` (centres undefined)?
APJ antagonist: 6; CHOP UPR activ: -0.4; Jurkat NFkB inh: 4; XBP1 UPR activ: 0; Mdm2-MdmX inh: -11; tim23-1 inh: 0; 697 NFkB inh: 11; APJ agonist: -3

Results for O=C(c1cc(COc2cccc(C(F)(F)F)c2)on1)N1C[C@@H]2CCC[C@H]1C2 ?
APJ antagonist: -3; CHOP UPR activ: 1.8; Jurkat NFkB inh: -43; XBP1 UPR activ: -2; Mdm2-MdmX inh: -37; tim23-1 inh: 37; 697 NFkB inh: -52; APJ agonist: -2

What do the screens show for `Cn1cnnc1SC(C(=O)Nc1ccc(F)cc1)c1ccccc1` (centres undefined)?
APJ antagonist: 8; CHOP UPR activ: -1.9; Jurkat NFkB inh: -10; XBP1 UPR activ: -5; Mdm2-MdmX inh: 26; tim23-1 inh: -4; 697 NFkB inh: 22; APJ agonist: -3

How did COc1ccc(CN2CCN(C(=O)CCC(=O)c3ccc(C)s3)CC2)cc1OC do in these assays?
APJ antagonist: -14; CHOP UPR activ: 0.5; Jurkat NFkB inh: 13; XBP1 UPR activ: -2; Mdm2-MdmX inh: -10; tim23-1 inh: 5; 697 NFkB inh: 23; APJ agonist: -2

Results for CCOc1ccc(/C=C(/NC(=O)c2ccccc2Cl)C(=O)O)cc1 ?
APJ antagonist: -1; CHOP UPR activ: 0.3; Jurkat NFkB inh: 13; XBP1 UPR activ: -4; Mdm2-MdmX inh: 19; tim23-1 inh: 7; 697 NFkB inh: 7; APJ agonist: -3

How did CCn1c(=O)c(C(=O)Nc2ccccc2)c(O)c2ccccc21 do in these assays?
APJ antagonist: -17; CHOP UPR activ: 1.4; Jurkat NFkB inh: -23; XBP1 UPR activ: -1; Mdm2-MdmX inh: 31; tim23-1 inh: 2; 697 NFkB inh: -21; APJ agonist: 0

What do the screens show for `Cc1cccc(NC(=O)CCc2c(C)nn(-c3ccc(N4CCCCC4)nn3)c2C)c1`?
APJ antagonist: -16; CHOP UPR activ: 3.9; Jurkat NFkB inh: -54; XBP1 UPR activ: -4; Mdm2-MdmX inh: -18; tim23-1 inh: 17; 697 NFkB inh: -11; APJ agonist: 3

What do the screens show for `CN(c1cccc(NS(=O)(=O)c2cccs2)c1)S(C)(=O)=O`?
APJ antagonist: 8; CHOP UPR activ: 0.5; Jurkat NFkB inh: 6; XBP1 UPR activ: -1; Mdm2-MdmX inh: 27; tim23-1 inh: 17; 697 NFkB inh: 4; APJ agonist: -5

How did O=C(CSc1nc2ccccc2o1)NC(=O)NCc1ccco1 do in these assays?
APJ antagonist: -5; CHOP UPR activ: 0.2; Jurkat NFkB inh: 7; XBP1 UPR activ: 1; Mdm2-MdmX inh: 16; tim23-1 inh: 3; 697 NFkB inh: 6; APJ agonist: -2

How did O=C(NCC1CCN(C(=O)c2cccc([N+](=O)[O-])c2)CC1)c1cccc([N+](=O)[O-])c1 do in these assays?
APJ antagonist: -16; CHOP UPR activ: -0.5; Jurkat NFkB inh: 17; XBP1 UPR activ: -4; Mdm2-MdmX inh: -15; tim23-1 inh: -1; 697 NFkB inh: 9; APJ agonist: -3

What do the screens show for `Cc1cccc(-n2c(SCc3cc(=O)n4ccsc4n3)nc3ccccc3c2=O)c1`?
APJ antagonist: -3; CHOP UPR activ: 3.2; Jurkat NFkB inh: 2; XBP1 UPR activ: 7; Mdm2-MdmX inh: 2; tim23-1 inh: 23; 697 NFkB inh: 9; APJ agonist: 2

What do the screens show for `Cc1cc(C)cc(C(=O)OCC(=O)NC2CCCC2)c1`?
APJ antagonist: 12; CHOP UPR activ: -0.4; Jurkat NFkB inh: -2; XBP1 UPR activ: -4; Mdm2-MdmX inh: 11; tim23-1 inh: 5; 697 NFkB inh: 4; APJ agonist: -1

How did Cc1cc(S(=O)(=O)N2CCN(c3ccccc3F)CC2)ccc1-n1cnnn1 do in these assays?
APJ antagonist: -6; CHOP UPR activ: 0.0; Jurkat NFkB inh: -16; XBP1 UPR activ: -2; Mdm2-MdmX inh: -2; tim23-1 inh: 21; 697 NFkB inh: -5; APJ agonist: 3

What do the screens show for `O=C(CCNC(=O)Cn1ccc2ccccc2c1=O)NCc1ccccn1`?
APJ antagonist: -18; CHOP UPR activ: 2.0; Jurkat NFkB inh: -4; XBP1 UPR activ: -1; Mdm2-MdmX inh: -24; tim23-1 inh: 13; 697 NFkB inh: 3; APJ agonist: -2

Results for CCN(CC)C(=O)Cn1cc(C(=O)C(=O)N2CCN(c3ccccc3)CC2)c2ccccc21 ?
APJ antagonist: 11; CHOP UPR activ: 0.3; Jurkat NFkB inh: -8; XBP1 UPR activ: -3; Mdm2-MdmX inh: 5; tim23-1 inh: 1; 697 NFkB inh: -30; APJ agonist: -1

Results for CC(C)CNC(=O)c1nn(Cc2ccccc2)c(=O)c2ccccc12 ?
APJ antagonist: 4; CHOP UPR activ: -0.7; Jurkat NFkB inh: -9; XBP1 UPR activ: 1; Mdm2-MdmX inh: -6; tim23-1 inh: 12; 697 NFkB inh: -7; APJ agonist: -2

What do the screens show for `O=C(N/N=C/c1ccoc1)c1ccc(Cl)cc1`?
APJ antagonist: 6; CHOP UPR activ: 4.2; Jurkat NFkB inh: -6; XBP1 UPR activ: -2; Mdm2-MdmX inh: 10; tim23-1 inh: 4; 697 NFkB inh: 13; APJ agonist: -1
